Bioassay records from PubChem BioAssay.
ADAM10 inh – inhibits human ADAM10; O14672; recombinant ADAM10, EDANS/DABCYL FRET peptide cleavage, 3 h; inhibition, % at 7 µM; actives 0.62% (n = 370,000); AID 720582;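 active means inhibition above a per-campaign cutoff equal to the mean of compounds falling between control-based bounds plus 3 SD, cut at about 20% in these data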;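 further: 0% = DMSO wells while the 100% control is not disclosed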
PLC-gamma1 inh – PLC-gamma1 (human) inhibition, primary screen; P19174; purified PLC-gamma1, fluorogenic substrate, fluorescence; inhibition, % at 12.2 µM; actives 0.84% (n = 370,000); in the data active means inhibition above about 9.5%
hcDAF-12 act – H. contortus DAF-12 activation, primary screen; HEK293 hcDAF-12 lit1-tk-luc reporter, luminescence; 0% DMSO, 100% Δ7-dafachronic acid; activation, % at 6.8 µM; actives 1.4% (n = 370,000);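 active means activation above the mean of all tested compounds plus 3 SD, cut at about 5.5% in these data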;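 further: 100% = response to 3 µM Δ7-dafachronic acid high control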
PLC-beta3 inh – PLC-beta3 (human) inhibition, primary screen; Purified PLC-beta3, fluorogenic substrate, fluorescence; inhibition, % at 12.2 µM; actives 0.18% (n = 370,000); AID 720704; in the data active means inhibition above about 11%;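 further: 0% = median of compound wells on plate and 100% = full blocker control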
Target sequence (Q01970 whole entry, looked up): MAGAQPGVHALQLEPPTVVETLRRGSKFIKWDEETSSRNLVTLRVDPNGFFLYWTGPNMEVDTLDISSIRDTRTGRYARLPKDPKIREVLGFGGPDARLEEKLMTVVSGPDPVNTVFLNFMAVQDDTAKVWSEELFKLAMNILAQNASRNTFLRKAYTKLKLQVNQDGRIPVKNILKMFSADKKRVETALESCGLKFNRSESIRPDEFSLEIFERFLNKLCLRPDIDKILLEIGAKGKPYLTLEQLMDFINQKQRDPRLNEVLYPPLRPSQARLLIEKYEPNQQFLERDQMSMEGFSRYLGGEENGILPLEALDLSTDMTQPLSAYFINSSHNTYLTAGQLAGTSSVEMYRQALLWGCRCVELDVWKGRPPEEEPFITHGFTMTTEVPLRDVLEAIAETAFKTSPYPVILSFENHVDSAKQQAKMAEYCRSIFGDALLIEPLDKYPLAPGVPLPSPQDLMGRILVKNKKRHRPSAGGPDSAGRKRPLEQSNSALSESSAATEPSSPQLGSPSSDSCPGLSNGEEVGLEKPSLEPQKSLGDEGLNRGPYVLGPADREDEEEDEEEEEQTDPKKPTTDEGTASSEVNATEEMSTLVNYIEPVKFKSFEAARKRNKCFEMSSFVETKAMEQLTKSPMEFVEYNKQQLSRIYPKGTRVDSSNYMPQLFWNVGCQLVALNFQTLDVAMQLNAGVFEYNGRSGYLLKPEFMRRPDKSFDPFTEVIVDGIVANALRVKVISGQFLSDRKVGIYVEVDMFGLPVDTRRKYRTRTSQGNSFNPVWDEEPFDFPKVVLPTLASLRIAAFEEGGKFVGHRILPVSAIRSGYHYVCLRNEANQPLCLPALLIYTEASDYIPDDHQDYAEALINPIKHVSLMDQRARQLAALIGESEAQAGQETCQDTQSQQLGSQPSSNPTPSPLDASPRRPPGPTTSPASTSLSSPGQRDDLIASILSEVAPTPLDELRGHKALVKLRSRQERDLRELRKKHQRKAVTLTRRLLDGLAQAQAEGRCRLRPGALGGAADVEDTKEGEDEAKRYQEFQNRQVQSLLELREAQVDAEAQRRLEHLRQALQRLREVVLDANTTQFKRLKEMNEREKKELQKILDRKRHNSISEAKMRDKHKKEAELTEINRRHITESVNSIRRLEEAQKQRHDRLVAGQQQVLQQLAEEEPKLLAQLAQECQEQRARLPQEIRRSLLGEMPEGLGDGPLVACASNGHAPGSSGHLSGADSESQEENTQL
hgDAF12 agonist – hgDAF-12 agonism, primary luciferase screen; HEK293 GAL4-hgDAF12 UAS-luciferase reporter, agonist luminescence; normalized to butyrate control; activation, % at 6.8 µM; actives 1.8% (n = 370,000); AID 687014;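 active means activation above a cutoff set at the mean of all screened compounds plus 3 SD, cut at about 10% in these data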;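 further: 0% = DMSO wells and 100% = sodium butyrate wells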
FXN GAA850 act – activators of GAA850 frataxin (FXN) promoter; HEK293 lucGAA850 FXN promoter luciferase reporter, 24 h; percent of 10 µM SAHA response; activation, % at 6 µM; AID 540364; actives 0.56% (n = 360,000);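 active means activation above the average of all compounds screened plus 3 SD, cutoff fixed separately per campaign, cut at about 7.5% in these data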;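 further: 0% = DMSO wells and 100% = 10 µM SAHA wells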
ADAM17 inh – ADAM17 inhibition, QFRET primary screen. inhibition, % at 6.95 µM. actives 0.83% (n = 370,000). recombinant ADAM17, EDANS/DABCYL FRET peptide cleavage. P78536;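 active means inhibition above the mean of compounds lying between control limits plus 3 SD, set per campaign, cut at about 8.5% in these data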;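 further: 0% = DMSO-only wells as the low control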
ssDAF-12 act – activators of S. stercoralis DAF-12 nuclear receptor | HEK293 ssDAF-12/GRIP1 lit1-tk-luc reporter, luminescence; % of 3 µM dafachronic acid response | activation, % at 6.8 µM | actives 1% (n = 370,000) | AID 652126;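 active means activation above the mean over all tested compounds plus 3 SD, cut at about 0.9% in these data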;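 further: 0% = DMSO-only wells and 100% = 3 µM delta7-dafachronic acid wells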
DAX1 inh-1 – inhibits human nuclear receptor DAX1 | HEK293 Gal4-DAX1 luciferase reporter, luminescence | actives 0.99% (n = 340,000) | AID 504766 | P51843 | inhibition, % at 6.75 µM;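 active means inhibition above the mean over all tested compounds plus 3 SD, cut at about 4.2% in these data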;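 further: 0% = DAX1-transfected cells with DMSO and 100% = empty-vector control cells with DMSO; inhibition shows as a rise in luminescence from relieved DAX1 repression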
sPLA2-III inh – Inhibits HGIII-sPLA2 liposome hydrolysis, primary screen; Q9NZ20; QFRET BODIPY PC-A2 liposome hydrolysis, fluorescence; actives 0.56% (n = 370,000); inhibition, % at 12.2 µM;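 active means inhibition above mean plus 3 SD of compounds lying within the high and low control bounds, cut at about 19% in these data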;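 further: 0% = median of test compound wells and 100% = no enzyme DMSO wells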
DAX1 inh-2 – inhibitors of DAX1 repression of SF-1 activated StAR promoter. actives 1.1% (n = 370,000). HEK293T StAR-luciferase reporter, SF-1/DAX-1 repression relief. AID 652010. inhibition, % at 6.8 µM;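 active means inhibition above the mean over all tested compounds plus 3 SD, cut at about 3.6% in these data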;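 further: 0% = DAX-1 cells with DMSO and 100% = cells lacking DAX-1 with DMSO; higher inhibition means more luminescence from relief of DAX-1 repression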
An asterisk follows results filed as active; · = not tested or not shown.

nr	SMILES	ADAM10 inh	PLC-gamma1 inh	hcDAF-12 act	PLC-beta3 inh	hgDAF12 agonist	FXN GAA850 act
1	CC(=O)Nc1cc2c3c(c1)CCN3C(=O)CC2	6	0	-0.4	-8	-0.1	2.7
2	Cc1cccc(C)c1NC(=O)CSc1nnc([C@@H]2CCCN2C(=O)OC(C)(C)C)o1	10	5	-0.1	2	-1.2	-2.4
3	CC(=O)Nc1ccccc1NC(=O)c1ccc2c(c1)OCO2	-12	0	0.2	-6	-2.5	-1.6
4	CCCc1cc(=O)oc2cc(OCC(=O)NCCc3c[nH]c4ccc(OC)cc34)ccc12	-27	2	-4.4	-2	-2.5	-2.3
5	COCCSc1ccccc1C(=O)NCCc1ccccc1	1	1	3.6	-3	1.5	1.3
6	O=C(CN1CCN(Cc2cccc(F)c2)CC1)Nc1ccccc1F	-8	-1	0.1	-8	-1.0	0.1
7	O=C(N/N=C/c1cc2c(cc1Br)OCO2)C1COc2ccccc2O1 (stereo not given)	-10	0	0.1	-3	2.5	3.8
8	CCOC(=O)CN1C(=N)N(c2nc(NC(C)C)nc(NC(C)C)n2)CC1=O	-7	-1	-0.1	-3	-0.2	-0.3
9	Cc1ccccc1-n1c(O)cc(=O)[nH]c1=S	-8	1	1.5	-2	-0.9	-0.2
10	Cc1nc2ccccc2c(C)c1CC(=O)OC(C)C(=O)NC1(C#N)CCCCC1 (stereo not given)	-1	0	0.5	-6	0.5	0.6

nr	ADAM17 inh	ssDAF-12 act	DAX1 inh-1	sPLA2-III inh	DAX1 inh-2
1	-6	-1.3	0.7	1	0.1
2	0	-1.1	-1.8	-6	0.0
3	-3	-0.6	0.9	8	0.4
4	-1	-1.4	0.6	-49	-3.2
5	0	0.2	2.1	5	-0.3
6	-5	-0.8	-0.1	1	-0.2
7	-3	-0.8	-0.7	-1	0.8
8	0	-1.0	-0.2	-13	0.3
9	-2	0.2	0.7	8	0.5
10	-5	-0.3	-0.9	-3	-2.3

(further entries)
nr	SMILES	ADAM10 inh	PLC-gamma1 inh	hcDAF-12 act	PLC-beta3 inh	hgDAF12 agonist	FXN GAA850 act
11	COc1ccc(C)cc1NC(=O)c1ccc(NS(=O)(=O)c2cccs2)cc1	-3	-11	-1.9	-24	1.7	2.9
12	NC(=O)c1cc([N+](=O)[O-])ccc1NCc1ccc(N)cc1	4	2	-6.7	4	-11	-13
13	O=C(Nc1ccc2c(c1)OCO2)[C@@H]1[C@@H]2C(=O)N(C3CCCCC3)C(=O)[C@@H]2C2c3ccccc3C=CN21 (stereo not given in full)	1	-4	1.1	-6	-0.9	·
14	O=C(CCn1c(=O)sc2ccccc21)NC1=NCCS1	-1	4	3.4	2	0.5	-0.3
15	Cc1ccc(N2CC(C(=O)NC3CCC(C)CC3)CC2=O)cc1 (stereo not given)	-2	-3	1.6	-7	2.5	-1.2
16	O=C(CSC(=S)N1CCOCC1)Nc1nc(-c2ccccc2)c(-c2ccccc2)o1	2	-1	-0.4	-3	0.5	-2.0
17	O=S(=O)(NCc1cccnc1)c1ccc(Cl)c(Cl)c1	-4	0	-0.4	1	1.3	0.4
18	CCOC(=O)C1=C(COc2ccccc2)NC(=O)NC1c1ccc2ccccc2c1 (stereo not given)	6	5	-0.8	3	-2.5	·
19	CC(C)COC(=O)N1CC(O)CC1C(=O)O (stereo not given)	-3	0	0.7	5	-0.8	-0.1
20	CO[C@@H]1[C@@H](OC(N)=O)[C@@H](O)[C@H](Oc2ccc3c(O)c(NC(=O)c4ccc(O)c(CC=C(C)C)c4)c(=O)oc3c2C)OC1(C)C	-24	-23	2.6	-33	4.1	0.2

nr	ADAM17 inh	ssDAF-12 act	DAX1 inh-1	sPLA2-III inh	DAX1 inh-2
11	0	-0.9	0.5	-29	-0.3
12	4	-2.9	-4.5	10	-1.2
13	-1	-0.6	·	-4	0.3
14	-2	-1.7	0.1	-2	0.5
15	-3	-0.8	0.0	0	-0.1
16	1	-1.3	5.6*	-8	0.8
17	-3	-1.6	-0.6	-1	0.0
18	3	-1.7	·	-6	0.2
19	-2	-1.3	-0.1	1	1.6
20	-5	-0.6	·	-21	1.6

(more compounds)
nr	SMILES	ADAM10 inh	PLC-gamma1 inh	hcDAF-12 act	PLC-beta3 inh	hgDAF12 agonist	FXN GAA850 act
21	CCCN1CC=C2C(C#N)=C(N)C(C#N)(C#N)C(c3cccc(OC)c3OC)C2C1 (stereo not given)	-174	-127	-2.3	-165	0.5	0.6
22	CCCCNc1ccc(C(F)(F)F)cc1S(=O)(=O)NCCc1ccc(F)cc1	13	3	-2.8	0	-4.7	12*
23	CC1CCN(C(=S)NC(=O)c2ccccc2Br)CC1	8	6	4.9	6	-2.5	-0.7
24	COc1ccccc1CNC(=O)COC(=O)CNS(=O)(=O)c1ccc(NC(C)=O)cc1	-6	-1	0.3	-8	0.9	1.3
25	Cn1cc(S(=O)(=O)N2CCOCC2)cc1C(=O)O	-10	4	-1.6	-1	3.9	-0.1
26	CC(=O)NC(C(=O)c1ccccc1)N1CCCCC1 (stereo not given)	-5	-1	-0.8	-5	3.0	0.7
27	Cc1ccc(CN2CCN(Cc3cccc(OCCO)c3)CC2CCO)o1 (stereo not given)	10	6	1.4	3	0.5	0.6
28	O=C(O)CCCSc1nccn1-c1ccccc1	-10	-3	-0.1	-3	-1.0	-0.2
29	CN1CCN(S(=O)(=O)c2ccc(Br)c3ccccc23)CC1	10	3	0.4	-3	-1.8	2.5
30	C/C(=N\NC(=O)Cc1cccs1)c1ccco1	-1	1	0.3	0	2.3	·

nr	ADAM17 inh	ssDAF-12 act	DAX1 inh-1	sPLA2-III inh	DAX1 inh-2
21	-62	-1.4	-0.9	-15	0.1
22	6	-1.2	0.0	-11	-2.0
23	4	-1.3	0.3	16	-0.3
24	-2	-0.5	1.1	3	0.6
25	-4	-1.1	0.7	5	-0.1
26	-1	-0.6	-1.6	1	-0.2
27	1	-0.9	-0.7	-2	0.1
28	-4	-0.8	0.2	7	0.3
29	-4	-1.0	-0.7	-14	0.0
30	1	-1.4	·	-2	0.0

Carrying on.
nr	SMILES	ADAM10 inh	PLC-gamma1 inh	hcDAF-12 act	PLC-beta3 inh	hgDAF12 agonist	FXN GAA850 act
31	CC1CC1C(=O)Nc1nc(-c2ccc(Cl)s2)cs1 (stereo not given)	-1	0	-1.4	-4	1.6	2.3
32	COCCN(C(=O)c1ccc(C)o1)c1c(N)n(CC(C)C)c(=O)[nH]c1=O	-12	-1	-1.1	-9	3.0	1.4
33	COc1ccc(N2CCN(C(=O)c3cn(C)c4ccc(S(=O)(=O)N5CCOCC5)cc4c3=O)CC2)cc1	4	1	-1.2	-2	1.6	-0.5
34	O=C(Nc1nnc(SCc2c(Cl)cccc2Cl)s1)c1cccc([N+](=O)[O-])c1	-1	2	-0.3	-4	-2.3	-0.6
35	Oc1ccccc1-c1nnc2n1CCCCC2	0	0	-0.3	-3	-1.9	-0.6
36	CS(=O)(=O)N(CCc1ccccc1)CC(=O)NCc1ccco1	0	-2	-1.4	0	-0.7	-1.2
37	CCn1c(C(=O)N2CCCC(C(=O)NCCc3ccc(C)cc3)C2)cc2sccc21 (stereo not given)	7	-2	-2.3	-2	-2.8	-4.3
38	Cc1cccc(C)c1NC(=O)NC1(C(=O)N2CCOCC2)CCCCC1	6	0	-1.6	-6	0.7	0.1
39	COCCCN(C(=S)Nc1cc(Cl)cc(Cl)c1)C(C)c1ccncc1 (stereo not given)	-10	1	0.7	-2	-2.6	0.1
40	O=C(Nc1cc(-c2ccccc2)cs1)c1ccco1	4	-6	0.3	-8	8.7	3.4

nr	ADAM17 inh	ssDAF-12 act	DAX1 inh-1	sPLA2-III inh	DAX1 inh-2
31	0	-1.8	-1.0	4	0.6
32	-1	-1.2	2.2	-1	1.7
33	-5	-0.5	1.0	9	0.0
34	0	-1.0	3.6	-6	0.8
35	-1	-1.1	-0.5	1	-0.4
36	-7	-1.5	1.2	6	1.6
37	-2	-1.6	-1.8	-9	-1.2
38	-4	-1.5	-0.4	2	-0.5
39	-3	-1.7	0.3	5	0.0
40	1	-0.9	-0.9	0	3.3

Next structures.
nr	SMILES	ADAM10 inh	PLC-gamma1 inh	hcDAF-12 act	PLC-beta3 inh	hgDAF12 agonist	FXN GAA850 act
41	COc1cccc(C2c3cc4c(cc3OC(N3CCCC3)C2C)OCO4)c1O (stereo not given)	9	1	-1.0	4	8.6	-4.5
42	COc1ccc(CCNC(=O)COc2cc(=O)n(C)c3ccccc23)cc1OC	4	0	-1.5	0	0.3	0.3
43	CCc1nc2ccc(C(=O)N3CCN(C(=O)c4ccco4)CC3)cn2c1N(CC)CCOC	-2	-1	-0.9	-2	2.6	-3.0
44	NS(=O)(=O)c1cc(C(=O)OCC(=O)c2ccccc2)c(Cl)cc1Cl	0	0	0.9	1	3.2	1.0
45	Nc1nc2ncccn2c1-c1ccccc1	-73	-126	-1.9	-168	2.2	·
46	O=C(NC1=NCCS1)c1cccc(N2C(=O)c3ccccc3C2=O)c1	-4	-2	-0.1	-1	6.0	0.0

nr	ADAM17 inh	ssDAF-12 act	DAX1 inh-1	sPLA2-III inh	DAX1 inh-2
41	1	-1.0	2.9	-8	-1.7
42	-4	-0.7	-0.2	6	-0.4
43	-4	-0.5	·	3	1.1
44	-1	-1.4	-1.0	-6	-0.5
45	-14	-0.7	·	15	0.0
46	0	-1.2	1.8	0	0.2

Record cards (already shown). Values in the order: ADAM10 inh, PLC-gamma1 inh, hcDAF-12 act, PLC-beta3 inh, hgDAF12 agonist, FXN GAA850 act, ADAM17 inh, ssDAF-12 act, DAX1 inh-1, sPLA2-III inh, DAX1 inh-2
Results for Cc1cccc(C)c1NC(=O)CSc1nnc([C@@H]2CCCN2C(=O)OC(C)(C)C)o1 → 10, 5, -0.1, 2, -1.2, -2.4, 0, -1.1, -1.8, -6, 0.0
Results for COc1ccc(C)cc1NC(=O)c1ccc(NS(=O)(=O)c2cccs2)cc1 → -3, -11, -1.9, -24, 1.7, 2.9, 0, -0.9, 0.5, -29, -0.3
